Source: PubChem (National Center for Advancing Translational Sciences (NCATS))
TRHR agonist: agonists of human TRH receptor. P34981. TRHR cells, calcium flux fluo-8, FDSS agonist mode. activation, % at 2 µM. 360,000 tested, 0.18% active. AID 493084; in the data active = activation above about 30%; note: 0% is about no effect
Target sequence (P34981 whole entry, looked up): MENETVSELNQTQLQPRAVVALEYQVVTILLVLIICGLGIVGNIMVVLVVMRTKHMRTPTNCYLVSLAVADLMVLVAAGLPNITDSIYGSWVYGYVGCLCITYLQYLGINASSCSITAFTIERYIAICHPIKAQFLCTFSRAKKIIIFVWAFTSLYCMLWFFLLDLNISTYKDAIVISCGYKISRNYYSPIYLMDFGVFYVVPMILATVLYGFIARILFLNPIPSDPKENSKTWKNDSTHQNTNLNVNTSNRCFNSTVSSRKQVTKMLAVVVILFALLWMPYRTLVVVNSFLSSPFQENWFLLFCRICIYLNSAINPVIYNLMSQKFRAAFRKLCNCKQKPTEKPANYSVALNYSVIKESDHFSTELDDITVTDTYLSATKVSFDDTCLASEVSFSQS
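Steps: seed TRHR cells overnight; add fluo-8 no-wash Ca dye, RT 30 min–1.5 h; record 10 s baseline; pin-transfer compounds; monitor fluorescence 1 cycle/s for the agonist window. Calcium increases flag candidate agonists.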
mIDH1 inhibitor: inhibitors of human mutant IDH1 R132H. O75874. IDH1-R132H enzyme, NADPH consumption, diaphorase/resazurin fluorescence. Potency, µM (series often up to 76.6 µM), without a hit: at the highest dose activity change, negative = inhibition, most hits filed as inhibitors. 390,000 tested, 0.093% active; note: potency is the fitted concentration of half-maximal effect; % is set by controls: 0 for no effect and ±100 for the full control effect; nearly all actives have a fitted effect of over 65% in size
Target sequence (O75874 whole entry R132H, stated change not applied): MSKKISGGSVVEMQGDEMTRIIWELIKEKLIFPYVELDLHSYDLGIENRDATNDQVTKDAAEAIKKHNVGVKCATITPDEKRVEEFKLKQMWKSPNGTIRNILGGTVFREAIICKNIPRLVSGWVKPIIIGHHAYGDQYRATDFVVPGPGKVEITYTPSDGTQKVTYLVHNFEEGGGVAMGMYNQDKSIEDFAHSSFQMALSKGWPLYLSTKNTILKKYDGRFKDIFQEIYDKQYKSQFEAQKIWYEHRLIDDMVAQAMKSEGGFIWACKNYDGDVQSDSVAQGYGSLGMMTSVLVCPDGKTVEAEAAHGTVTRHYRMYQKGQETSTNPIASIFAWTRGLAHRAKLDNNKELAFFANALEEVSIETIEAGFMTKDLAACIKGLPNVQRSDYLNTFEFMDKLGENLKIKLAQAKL
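IDH1-R132H (0.5 ug/mL) preincubated 30 min with compound, then NADPH (0.016 mM) and alpha-KG (2 mM) added; 80 min at RT, pH 7.5. Remaining NADPH coupled via diaphorase/resazurin to fluorescence (540/590 nm); concentration-response curves normalized to no-enzyme control.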
rTrxR1 inhibitor: blocks rat thioredoxin reductase 1 | O89049 | recombinant rTrxR1, NADPH fluorescence consumption, selenite substrate | Potency, µM (top dose mostly 114 µM), without a hit: at the top dose activity change, negative = inhibition, hits mostly inhibitors | 390,000 tested, 1% active | AID 588453; note: potency is the fitted concentration of half-maximal effect; % is set by controls: 0 for no effect and ±100 for the full control effect; nearly all actives have a fitted effect of over 65% in size
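Rat TrxR1 (90 nM in the dispensed reagent) was pre-reduced with 400 uM NADPH for 5 min at room temperature, then incubated with compound for 15 min. After 400 uM selenite was added, NADPH fluorescence (Ex 340/Em 450 nm) was followed for 8 min.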
USP1 inh: inhibitors of human USP1/UAF1 deubiquitinase; O94782; recombinant USP1/UAF1, Ub-Rhodamine cleavage fluorescence; Potency, µM (titrated, usually from 57.1 µM), for inactives: at the highest dose activity change, negative = inhibition, most hits filed as inhibitors; 390,000 tested, 0.23% active; AID 743255; note: potency is the fitted concentration of half-maximal effect; % is set by controls: 0 for no effect and ±100 for the full control effect; nearly all actives have a fitted effect of over 60% in size; inactives centre near -12
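USP1/UAF1 complex at 1 nM was preincubated with compound for 15 min at room temperature, then Ub-Rho substrate (150nM final) was added. Fluorescence (480/540 nm) was read kinetically, 6 reads every 60 seconds.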
D2 agonist: D2 dopamine receptor (human) agonism; P14416; HEK293 T-REx D2 cells, calcium flux agonist mode; activation, % at 2 µM; 340,000 tested, 0.53% active; AID 485358;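 active = activation over 3 SD above normal in the single-dose calcium agonist read, cut at about 30% in these data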; note: 0% is about no effect
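In this primary screen, compounds producing a positive calcium signal within 180 s of addition to tetracycline-induced, force-coupled HEK293 Trex D2 cells are flagged; cells are dye-loaded with a no-wash calcium kit beforehand.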
D2 antagonist: D2 dopamine receptor (human) antagonism. HEK293 TREx D2 cells, calcium flux, dopamine EC80. inhibition, % at 10 µM. 340,000 tested, 2% active. AID 485344; in the data active = inhibition above about 30%; note: 0% is about no effect
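Calcium flux kinetic readout in an inducible HEK293 TREx D2 line plated overnight at 30 C. After 180 s compound exposure, an EC80 dopamine challenge follows with another 180 s kinetic read to detect antagonism.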
TrxR1 substrate: is turned over as a substrate by rat TrxR1; O89049; Potency, µM (highest dose often 114 µM), without a hit: at the top dose activity change, negative = substrate turnover; purified TrxR1 substrate turnover, NADPH consumption readout; 390,000 tested, 0.01% active; note: potency is the fitted concentration of half-maximal effect; % is set by controls: 0 for no effect and ±100 for the full control effect; nearly all actives have a fitted effect of over 50% in size
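Rat TrxR1, dispensed at 90 nM, was prereduced with 400 uM NADPH (final) for 5 min at ~22 deg C, then incubated with compound 15 min before 400 uM selenite. A first-read NADPH fluorescence drop versus no-compound background flagged substrates.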
Pin1 inhibitor: inhibitors of human Pin1; Potency, µM (titrated, usually from 115 µM), for the others: top-dose activity, negative = inhibition, usual class: inhibitors; 390,000 tested, 0.009% active; Pin1 FP peptide displacement, HiFluor488, 10 min; Q13526; active = well fitted inhibition curve with a large enough effect in the polarisation, with a control signal flat, not every such curve was filed as active; inconclusive = small, poorly fitted or top-dose-only effect, or effect the other way, or a change in a side signal; inactive = no such curve, though single readings can be large or run the other way; the % refers to the polarisation; note: potency is the fitted concentration of half-maximal effect; % is set by controls: 0 for no effect and ±100 for the full control effect
TRHR enhancer: allosterically enhances the human TRH receptor | P34981 | TRHR cells, fluo-8 calcium fluorescence, EC20 TRH enhancement | enhancement, % at 2 µM | 360,000 tested, 0.66% active; in the data active = enhancement above about 30%; note: 0% is about no effect
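TRHR-expressing cells loaded with fluo-8 calcium dye were read kinetically (ex 480/em 530) during compound addition, then stimulated with an EC20 of TRH (10 nM final). Enhancement of the Gq-mediated intracellular calcium response was scored.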
Active calls of the source: *; ? = inconclusive; nt = no result given; & = joins results of further samples; [ ] = another dose, or the depositor's remark. Unless noted, calls come from the whole dose curve; as a rule, active = well fitted inhibition curve with a large enough effect; inconclusive = small, poorly fitted or top-dose-only effect; inactive = no such curve, though single readings can be large or run the other way.

SMILES	TRHR agonist	mIDH1 inhibitor	rTrxR1 inhibitor	USP1 inh	D2 agonist	D2 antagonist	TrxR1 substrate	Pin1 inhibitor	TRHR enhancer
C=C(C)C1Cc2c(C)nn(-c3cccc4cccnc34)c2C1 (stereo not drawn)	0.0	-3%	3%	-13%	7.7	9	4%	-4%	1
CCc1ccccc1NC(=O)c1ccc(S(=O)(=O)N2CCCC2)cc1	0.2	-6%	-2%[57.1 µM]	-4%	0.3	-11	-1%[57.1 µM]	2%	0
O=C(NCCCCc1ccccc1)C1CC(c2cccc(F)c2)=NO1 (stereo not drawn)	-0.6	-3%[38.3 µM]	11%	-27%	0.9	6	-3%	1%	0
C[C@@H]1CC[C@@]2(OC1)O[C@H]1C[C@H]3[C@@H]4CC=C5C[C@@H](O)[C@H](O)C[C@]5(C)C4CC[C@]3(C)[C@H]1[C@@H]2C (stereo partly drawn)	-1.4	6%	23%	0%	0.2	-5	3%	2%	5
O=C(CCc1nc2sc3c(c2c(=O)[nH]1)CCCC3)N1CCN(c2ccccc2)CC1	0.4	-6%	5%	0%	0.8	-7	-2%	89%[activator]	6
Cn1c(=O)c2cc(S(=O)(=O)NC(Cc3ccccc3)C(=O)Nc3ccc(F)cc3)ccc2n(C)c1=O (stereo not drawn)	-0.4	-12%	16%	-17%	-0.7	nt	1%	0%	3
Cc1cccc(OCC(=O)OC2CCN(C)CC2)c1	-0.3	11%	0%[57.1 µM]	-11%	7.6	-16	-11%[57.1 µM]	-3%	3
Cc1ccc(S(=O)(=O)N2C(=O)/C(=C3\SC(=S)NC3=O)c3ccccc32)cc1	0.3	nt	nt	nt	-0.5	-2	nt	nt	-2
Cc1nc2cc(NCc3cccs3)ccc2n1C	-0.3	1%	18%[57.1 µM]	-22%	0.0	-13	9%[57.1 µM]	1%	-5
Cc1ccc(S(=O)(=O)n2nc(C)c(S(=O)(=O)N3CCCCC3)c2C)cc1	0.2&-0.2	-3%&0%	16%	-16%&-13%	-0.4&-0.7	-5	4%	-2%&-4%	2&-1
CCCN1C2=NCCN2c2cc(C)c(C)cc21	0.0	12%	15%[57.1 µM]	-8%	-0.6	5	10%[57.1 µM]	8%	-8
COc1ccccc1Oc1ccc2c(c1)C(=O)N(c1cccc(O)c1)C2=O	0.0	3%	-15%[57.1 µM]	-16%	0.6	1	-4%[57.1 µM]	0%	-12
C[C@H](NS(=O)(=O)c1ccc(Cl)cc1)C(=O)OCC(=O)Nc1cc(S(=O)(=O)N2CCOCC2)ccc1Cl	nt	6%	3%	0%	nt	nt	-6%	-3%	nt
Cc1ccc2c(CNCc3ccco3)cc(=O)oc2c1	-0.1	10%	?	-21%	0.9	-4	-4%	3%	-6
Cc1ccc(/C=C/C(=O)NCc2ccc(S(N)(=O)=O)cc2)o1	0.5	3%	16µM*	-23%	1.0	-12	16%[57.1 µM]	?	4
CCOC(=O)c1cnc(Nc2nc3ccccc3o2)nc1CSc1nnc(C)s1	nt	0%	?	-8%	nt	nt	-14%	4%	nt
N#Cc1c(-c2ccccc2)cc(-c2ccccc2)nc1SCC(O)CS(=O)(=O)Cc1ccc(Cl)cc1 (stereo not drawn)	0.1	-34%	14%	-19%	0.8	nt	7%	9%	1
CCc1ccc(C(=O)C(C)OC(=O)Cn2cnc3c2c(=O)n(C)c(=O)n3C)cc1 (stereo not drawn)	-0.1	-2%	-10%[57.1 µM]	2%	0.4	7	-5%	0%	1
C(=NN1CCCCCC1)c1ccccc1	nt	10%	-19%	-16%	nt	nt	-11%	-19%	nt
C#CCOCCOCCOCCNc1nc(N2CCN(C(=O)[C@H](CCCCN)n3cc([C@@H](N)CO)nn3)CC2)nc(N2CCN(C(=O)[C@H](Cc3cc4ccccc4[nH]3)n3cc([C@@H](N)CO)nn3)CC2)n1	-0.2	nt	nt	nt	0.3	-6	nt	nt	-3
CC(C)(C)OC(=O)N1CCN(C(=O)c2[nH]cnc2C(=O)Nc2cccc(Cl)c2)CC1	0.2	-4%	18%	-23%	-0.1	6	2%	-9%	-17
COc1cc(OC)cc(C(=O)N[C@H](C(=O)Nc2ccc(S(=O)(=O)N(C)C)cc2)C(C)C)c1	-1.2	3%	12%	-14%	-0.8	11	9%[57.1 µM]	3%	4
Cc1ccc(Cl)cc1N1CCN(C(=O)CN2C(=O)c3cccc4cccc2c34)CC1	0.0	1%	19%	2%	0.2	6	12%	11%	0
COc1cccc(N2CC(C(=O)Nc3nnc(SCC(=O)N4CCOCC4)s3)CC2=O)c1 (stereo not drawn)	0.6	2%	-7%	-17%	0.9	0	-1%	2%	0
Cc1nnc(SCCn2c(N3CCN(Cc4ccccc4)CC3)nc3c2c(=O)[nH]c(=O)n3C)s1	0.8	-2%	8%	-18%	0.6	0	-5%	-4%	-4
COc1ccc(CNC(=O)c2cc3sccc3n2Cc2ccc(C)cc2)cc1	0.8	-2%	18%	-10%	0.7	nt	3%	-2%	8
CCN1CCN(CCCNC(=O)c2ccc(/C=C3/Sc4ccccc4N(Cc4ccccc4F)C3=O)cc2)CC1	1.3	-3%	21%[57.1 µM]	-17%	0.7	11	5%[57.1 µM]	?	-2
C/C=C(\C)C(=O)NCCN1C2=NC[C@@H](Cc3ccccc3)N2C[C@@H]1Cc1ccc(OC)cc1	nt	2%	8%	?	nt	nt	3%	0%	nt
CN(CC(=O)Nc1c(Cl)cccc1Cl)C(=O)c1ccc(-n2cncn2)c([N+](=O)[O-])c1	-0.7	5%	7%	-12%	-0.2	-7	3%	0%	-1
COc1ccc2nc(SCC(=O)NC3(C#N)CCCCC3)[nH]c2c1	-0.2	5%	-15%	-2%	0.1	10	-17%	-2%	3
CCOC(=O)Cc1csc(NC(=O)CN2CCN(c3ccccc3)CC2)n1	-0.6	5%	14%[11.4 µM]	-11%	5.3	15	-4%	1%	-6
NS(=O)(=O)c1cccc(NC(=O)COC(=O)C2(c3cccc(F)c3)CCCC2)c1	0.3	-3%	-4%	-2%	-2.0	51*	-15%	4%	-6
CC(N=C1NS(=O)(=O)c2ccccc21)C(=O)OCC(=O)N(C)C1CCS(=O)(=O)C1 (stereo not drawn)	0.8	-10%	15%	2%	0.1	12	7%	-6%	-1
COc1ccc2[nH]c(=O)c(CN(C(=O)COc3ccccc3)C(C)C)cc2c1	-0.3	2%	7%[57.1 µM]	-25%	1.1	6	18%[57.1 µM]	-3%	2
COc1cccc(NS(=O)(=O)c2ccc3c(c2)N(C(C)=O)CCO3)c1	0.3	-6%	18%	-12%	0.5	-4	-3%	7%	104*
CC1CCc2nc3ncn(Cc4ccccc4C#N)c(=O)c3cc2C1 (stereo not drawn)	0.2	3%	18%[57.1 µM]	-32%	0.1	nt	7%[57.1 µM]	-3%	2
Cc1cccc(NC(=O)c2ccc(-n3ccnc3)nc2)c1	0.3	8%	-14%	-8%	0.7	3	-3%	-4%	5
CCc1cc2c3c(c1)C1(C(=O)N3C(C)(C)CC2C)C(C#N)=C(N)N2C(=C1C#N)Nc1ccccc12 (stereo not drawn)	1.3	-12%	-6%	-5%	4.4	-2	-5%	19%	-8
COc1cc2cnc(C3=CCCCC3)cc2cc1OC	nt	1%	8%	-20%	nt	nt	9%	-1%	nt
CCc1sc(C(=O)NC2CCN(C)CC2)cc1Br	-1.5	2%	9%	-11%	-0.3	-19	-1%	-4%	-4
C=CCc1cccc2cc(C(=O)NC3CCCCC3)c(=O)oc12	4.0	7%	3%[57.1 µM]	-16%	1.8	-5	1%[57.1 µM]	?	17
O=CC1=C(N2CCOCC2)/C(=C/c2ccc(Cl)cc2)CC1	-0.6	0%	?	-12%	0.9	10	1%	1%	0
CCCCCCC(O)(CCN1CCCCC1)c1ccccc1 (stereo not drawn)	0.6	-5%	10%	-25%	0.9	19	3%	-1%	-5
CCN(CC(=O)NCc1cccs1)S(=O)(=O)c1ccc(F)cc1	-0.3	-3%	7%[57.1 µM]	-21%	-0.4	-12	6%[57.1 µM]	0%	0

Only part of the results is shown; rates above refer to the full screens.
